GLD-1 TGE inh = GLD-1-TGE RNA interaction inhibition (C. elegans) | purified GLD-1 + fluorescein TGE RNA, fluorescence polarization | inhibition, % at 5.96 µM | hit rate 0.44% among 320,000 | AID 2280;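 active means percent inhibition above a per-plate cutoff, the plate mean of test compounds plus 3 SD, cut at about 30% in these data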;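 further: 0% = DMSO wells with GLD-1 and probe and 100% = wells lacking GLD-1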
MCL1 BIM primary = inhibitors of human MCL1 binding to BIM-BH3 peptide; GST-MCL1 / FITC-Bim-BH3 fluorescence polarization; hit rate 0.68% among 320,000; inhibition, % at 10.9 µM;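 active means inhibition above the mean inhibition of all tested compounds plus 3 SD, set per campaign, cut at about 40% in these data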;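 further: 0% = DMSO wells and 100% = unlabeled Bim-BH3 peptide control; higher means more loss of mP so more displacement of Bim peptide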
Target sequence (Q07820 whole entry, looked up): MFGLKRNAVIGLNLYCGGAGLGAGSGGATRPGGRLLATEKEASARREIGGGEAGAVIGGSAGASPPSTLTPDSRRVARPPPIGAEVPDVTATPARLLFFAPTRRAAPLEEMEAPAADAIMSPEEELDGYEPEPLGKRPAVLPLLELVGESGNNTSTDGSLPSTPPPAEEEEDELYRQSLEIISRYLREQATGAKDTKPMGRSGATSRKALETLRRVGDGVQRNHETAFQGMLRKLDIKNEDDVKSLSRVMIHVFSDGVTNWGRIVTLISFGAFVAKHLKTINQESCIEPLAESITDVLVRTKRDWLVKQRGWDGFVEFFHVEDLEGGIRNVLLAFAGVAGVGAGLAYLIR
PME-1 inh = PME-1 (human) inhibition; inhibition, % at 5.9 µM; hit rate 0.53% among 320,000; recombinant PME-1, FP-Rh probe fluorescence polarization; Q9Y570;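 active means inhibition above the campaign mean of all compounds plus 3 SD, cut at about 26% in these data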;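 further: competitive labeling of PME-1 active site by serine hydrolase directed probe; 0% = PME-1 with DMSO and 100% = wells lacking PME-1 enzyme; inhibitors block probe labeling so polarization falls and inhibition rises; many of its hits are not listed in these tables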
MEX-5 binding = C. elegans MEX-5 TCR-2 RNA binding activity. MEX-5/FITC-TCR2 RNA binding, fluorescence polarization; hits give low values. activity score (negative = inhibition of binding), % at 10 µM. hit rate 0.38% among 300,000;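 active means inhibition past about -25% in most replicates, and total fluorescence under double the plate's negative control median, limit read from the data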;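 further: 0% = DMSO and -100% = 5 µM competing unlabeled TCR2 RNA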
Target sequence (Q9XUB2 whole entry, looked up): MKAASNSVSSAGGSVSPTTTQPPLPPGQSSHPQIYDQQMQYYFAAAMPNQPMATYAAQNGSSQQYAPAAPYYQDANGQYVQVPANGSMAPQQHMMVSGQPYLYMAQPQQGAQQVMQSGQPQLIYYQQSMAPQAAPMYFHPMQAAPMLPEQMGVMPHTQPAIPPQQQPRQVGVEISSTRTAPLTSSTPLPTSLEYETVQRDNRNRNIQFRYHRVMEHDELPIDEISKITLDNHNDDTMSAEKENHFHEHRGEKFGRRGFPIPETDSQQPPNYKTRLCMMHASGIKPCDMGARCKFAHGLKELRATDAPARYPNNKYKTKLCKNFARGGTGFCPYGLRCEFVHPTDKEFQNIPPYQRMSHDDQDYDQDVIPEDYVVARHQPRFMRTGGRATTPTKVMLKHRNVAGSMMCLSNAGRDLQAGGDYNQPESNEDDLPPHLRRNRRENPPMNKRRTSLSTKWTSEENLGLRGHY
Fam108B counter = counter-screen for RBBP9 inhibitors: inhibitors of mouse Fam108B; inhibition, % at 9.51 µM; recombinant Fam108B, FP-Rh probe fluorescence polarization; hit rate 0.33% among 300,000; AID 1947;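 active means inhibition above the screen mean inhibition plus 3 SD, computed separately per campaign, cut at about 18% in these data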;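 further: inhibitors lower polarization as less probe binds the enzyme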
PAD4 inh = blocks human protein arginine deiminase 4. recombinant PAD4, RCA probe fluorescence polarization. inhibition, % at 6.36 µM. hit rate 0.41% among 330,000. AID 485272;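 active means percent inhibition above a cutoff equal to the mean of all tested compounds plus 3 SD, cut at about 15% in these data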;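 further: 0% = PAD4 with RCA probe and DMSO and 100% = probe without PAD4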
GSTO1 counter = GSTO1 inhibition, counter-screen for RBBP9 inhibitors; recombinant GSTO1, activity-based probe fluorescence polarization; P78417; inhibition, % at 5.96 µM; hit rate 1.1% among 300,000;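 active means inhibition above the campaign mean inhibition plus 3 SD, cut at about 35% in these data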;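 further: 0% = GSTO1-1 with DMSO and 100% = wells lacking GSTO1-1 enzyme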
BCLXL inh = Bcl-xL (human) inhibition | Q07817 | GST-Bcl-xL / FITC-Bim BH3 peptide fluorescence polarization | inhibition, % at 10.9 µM | hit rate 0.7% among 320,000 | AID 2129;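 active means inhibition above the mean of all tested compounds plus 3 SD, cutoff set per campaign, cut at about 30% in these data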;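 further: 0% = DMSO wells and 100% = unlabeled Bim-BH3 peptide competitor; inhibitors lower millipolarization by displacing the labeled peptide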
Target sequence (Q07817 whole entry, looked up): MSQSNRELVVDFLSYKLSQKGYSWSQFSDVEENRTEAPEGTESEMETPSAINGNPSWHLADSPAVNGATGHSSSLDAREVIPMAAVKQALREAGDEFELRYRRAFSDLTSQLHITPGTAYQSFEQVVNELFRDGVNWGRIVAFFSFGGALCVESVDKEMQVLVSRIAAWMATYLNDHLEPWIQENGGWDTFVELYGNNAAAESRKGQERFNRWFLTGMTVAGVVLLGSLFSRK
TPT1 inhibitor = blocks Candida albicans tRNA 2'-phosphotransferase. recombinant caTPT1, FP RNA substrate dephosphorylation. inhibition, % at 5 µM. hit rate 0.81% among 300,000. AID 1962;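 active means inhibition above the mean of all tested compounds plus 3 SD, set per screening campaign, cut at about 24% in these data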;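 further: plate controls were DMSO alone for no effect and ferristatin control at 100 nM for full effect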
The depositor's hits bear a star; + = active, no number. Only part of the results is shown, so the mix of outcomes need not match the whole.

cpd	Compound	GLD-1 TGE inh	MCL1 BIM primary	PME-1 inh	MEX-5 binding	Fam108B counter	PAD4 inh	GSTO1 counter	BCLXL inh	TPT1 inhibitor
1	C/C(=N\NC(=O)Cc1csc(N2CCOCC2)n1)c1ccc(Cl)c(Cl)c1	0.9	0.8	2.4	3.5	1.2	3.5	-1.4	0.9	1.5
2	OCCSc1nc(N2CCOCC2)nc(N2CCOCC2)n1	4.2	-5.0	1.3	1.7	6.6	-4.4	7.5	-2.5	1.1
3	CCc1c(C(=O)NCc2cnn(C)c2)csc1C	4.2	-1.3	-2.6	-1.6	-5.8	-0.9	-0.4	-3.0	2.3
4	Cc1cccc(C)c1NC(=O)CNC(=O)Cc1c[nH]c2ccccc12	-5.2	-4.3	-5.1	4.2	-0.3	-1.4	-4.7	1.8	-2.8
5	COc1ccccc1CNC(=O)C1CCN(S(=O)(=O)N2CCCCC2)CC1	5.3	-4.6	6.8	-1.6	-3.4	5.2	-5.4	2.5	-2.5
6	COc1cccc(/C(O)=C2\C(=O)C(=O)N(c3ccccn3)C2c2cccc(OC)c2OC)c1 (configuration not stated)	3.3	6.0	-1.0	0.4	-2.0	-3.2	1.2	2.5	0.9
7	CCOCCn1c(N2CCN(c3ccc(OC)cc3)CC2)nc2c1c(=O)[nH]c(=O)n2C	-7.6	1.1	-1.9	3.8	2.9	-4.2	-0.1	6.2	-1.2
8	CCCC(C(=O)NC(C)(C)C)N(Cc1ccccc1Cl)C(=O)c1snc(C(N)=O)c1N (configuration not stated)	9.9	4.3	-11.1	-0.1	1.5	0.5	5.1	-0.4	-0.1
9	Cc1cc(=O)[nH]c2c1c(C)nn2C1CCCCC1	3.4	-9.1	3.7	2.2	2.9	-6.3	0.2	-0.1	-4.1
10	COc1cc(CSC)nc(-c2ccccc2)n1	-3.6	1.5	-4.4	3.3	-3.2	0.9	2.0	1.8	-1.2
11	O=C(CNC(=O)c1ccccc1)OCc1ccc([N+](=O)[O-])cc1	2.3	5.1	-0.7	0.9	3.8	4.7	9.2	3.0	2.2
12	Cc1n[nH]c(C)c1N1C(=O)c2cccc3c(N4CCCCCC4)ccc(c23)C1=O	+	+	17.0	-52.5*	8.3	38.2*	13.2	+	-6.9

Part of the list above in order of molecular weight, smallest number first.
cpd	Compound	GLD-1 TGE inh	MCL1 BIM primary	PME-1 inh	MEX-5 binding	Fam108B counter	PAD4 inh	GSTO1 counter	BCLXL inh	TPT1 inhibitor
9	Cc1cc(=O)[nH]c2c1c(C)nn2C1CCCCC1	3.4	-9.1	3.7	2.2	2.9	-6.3	0.2	-0.1	-4.1
2	OCCSc1nc(N2CCOCC2)nc(N2CCOCC2)n1	4.2	-5.0	1.3	1.7	6.6	-4.4	7.5	-2.5	1.1
12	Cc1n[nH]c(C)c1N1C(=O)c2cccc3c(N4CCCCCC4)ccc(c23)C1=O	+	+	17.0	-52.5*	8.3	38.2*	13.2	+	-6.9
5	COc1ccccc1CNC(=O)C1CCN(S(=O)(=O)N2CCCCC2)CC1	5.3	-4.6	6.8	-1.6	-3.4	5.2	-5.4	2.5	-2.5
1	C/C(=N\NC(=O)Cc1csc(N2CCOCC2)n1)c1ccc(Cl)c(Cl)c1	0.9	0.8	2.4	3.5	1.2	3.5	-1.4	0.9	1.5
6	COc1cccc(/C(O)=C2\C(=O)C(=O)N(c3ccccn3)C2c2cccc(OC)c2OC)c1 (configuration not stated)	3.3	6.0	-1.0	0.4	-2.0	-3.2	1.2	2.5	0.9
8	CCCC(C(=O)NC(C)(C)C)N(Cc1ccccc1Cl)C(=O)c1snc(C(N)=O)c1N (configuration not stated)	9.9	4.3	-11.1	-0.1	1.5	0.5	5.1	-0.4	-0.1

New compounds follow
cpd	Compound	GLD-1 TGE inh	MCL1 BIM primary	PME-1 inh	MEX-5 binding	Fam108B counter	PAD4 inh	GSTO1 counter	BCLXL inh	TPT1 inhibitor
13	C=CCNC(=O)c1ccc(C)c(Br)c1	1.0	-2.2	2.0	-2.8	-3.0	5.4	-0.9	-0.6	-6.2
14	COc1ccc(NC(=S)N2CCC(C(O)(c3ccccc3)c3ccccc3)CC2)cc1	1.1	7.6	1.8	0.0	3.1	0.2	0.2	6.2	-2.9
15	CCc1nnc(NC(=O)CSc2nnc3c(n2)[nH]c2ccccc23)s1	-5.8	-0.3	-4.5	-2.7	-6.8	-1.2	10.2	6.8	-1.5
16	O=C(Nc1ccc(OC(=O)c2ccco2)cc1)c1ccco1	8.0	2.2	-0.9	1.0	-3.2	1.2	-0.8	2.3	-3.8
17	O=C(COC(=O)c1ccc(CNS(=O)(=O)c2ccc(F)c(Cl)c2)cc1)NCC1CCCCC1	5.7	-6.5	0.1	1.3	-5.8	-5.4	-6.2	2.1	-3.2
18	Cc1c(Cl)cccc1NC(=O)CSc1nccn1C	2.6	-4.7	-7.5	-3.3	-2.2	-3.1	6.3	1.0	-1.4
19	O=C(Nc1ccc(Cl)cc1Cl)c1cccc(N2C(=O)C=CC2=O)c1	8.9	33.3	-18.7	-3.7	-24.4	-4.6	-18.3	13.7	0.3
20	CN(C)C(=O)CSc1nnc(Cc2ccccc2)n1CC1CCCO1 (configuration not stated)	-2.1	-3.9	-1.1	-0.4	1.5	3.0	7.8	-5.3	2.2
21	Cc1ccc(OCc2nc3c4c(ncn3n2)-c2ccccc2CC42CCCC2)cc1	7.0	6.0	-6.3	2.7	1.7	-4.5	-3.5	3.0	-1.5
22	COc1ccc(C2/C(=C(\O)c3ccc4c(c3)CC(C)O4)C(=O)C(=O)N2Cc2cccnc2)c(OC)c1 (configuration not stated)	4.1	1.2	0.9	1.5	1.5	-5.7	-1.9	3.6	1.0
23	Cc1[nH]ccc(=O)c1OCc1c(F)cccc1Cl	-1.9	-3.9	0.7	0.4	0.1	0.3	1.3	1.0	-1.0
24	COC(=O)COc1ccccc1C(N)=O	6.2	6.5	-6.1	-2.4	0.5	3.7	4.7	8.9	-2.4

Part of the list above, set out differently.
Order of values: GLD-1 TGE inh, MCL1 BIM primary, PME-1 inh, MEX-5 binding, Fam108B counter, PAD4 inh, GSTO1 counter, BCLXL inh, TPT1 inhibitor
15: CCc1nnc(NC(=O)CSc2nnc3c(n2)[nH]c2ccccc23)s1
  -5.8, -0.3, -4.5, -2.7, -6.8, -1.2, 10.2, 6.8, -1.5
16: O=C(Nc1ccc(OC(=O)c2ccco2)cc1)c1ccco1
  8.0, 2.2, -0.9, 1.0, -3.2, 1.2, -0.8, 2.3, -3.8

Quoted from the listing.
Value for entry 7 in TPT1 inhibitor: -1.2
Value for entry 1 in BCLXL inh: 0.9

Later entries.
cpd	Compound	GLD-1 TGE inh	MCL1 BIM primary	PME-1 inh	MEX-5 binding	Fam108B counter	PAD4 inh	GSTO1 counter	BCLXL inh	TPT1 inhibitor
25	C=CCn1c(NCCO)nc2c1c(=O)n(C)c(=O)n2C	3.8	5.2	-4.8	-1.6	-0.1	1.8	7.0	-2.3	-1.8
26	CC(CN1CCN(Cc2ccccc2)CC1)c1ccccc1 (configuration not stated)	-2.5	15.5	-5.8	-2.3	-1.9	-2.0	2.7	0.1	-1.9
27	CCCCn1c(N)c(N(CC(C)C)C(=O)C2CCN(S(=O)(=O)c3ccc(OCC)cc3)CC2)c(=O)[nH]c1=O	2.8	-1.5	0.2	-2.5	2.6	-2.7	-3.1	-6.7	-2.2
28	CN(C)C(=O)N1CCC(C(=O)NCc2ccc3c(c2)OCO3)CC1	0.1	-6.2	-4.2	-0.9	-4.4	-8.5	2.4	-1.5	-1.7
29	COc1c2c(nc3ccccc13)OC(C(C)(O)COC(C)=O)C2 (configuration not stated)	-3.1	1.0	4.8	0.0	4.2	-0.3	-7.5	3.9	5.8
30	CCC1Sc2ccc(S(=O)(=O)CCC(=O)NCc3ccco3)cc2NC1=O (configuration not stated)	1.5	5.4	1.4	-10.4	0.3	0.9	5.9	5.3	0.7
31	COc1ccc(NC(=O)c2cccc(S(=O)(=O)N3CCN(C)CC3)c2)c(OC)c1	3.2	-6.6	1.2	-7.7	1.4	0.1	2.2	4.0	-1.4
32	CCN1CCCC1Cn1cnc2c([nH]c3cccc(Cl)c32)c1=O (configuration not stated)	-5.3	7.9	-4.7	-2.8	0.0	2.8	3.5	7.2	2.2
33	CCc1ccccc1NC(=O)c1ccc(-n2c(C)ccc2C)cc1	-3.4	-4.5	-10.3	6.0	-4.6	-2.5	-2.5	5.5	6.1
34	Cc1sc(NC(=O)c2ccco2)c(C(c2cccnc2)N2CCN(c3ccc(F)cc3)CC2)c1C (configuration not stated)	4.2	1.1	1.0	1.7	1.4	3.4	2.0	3.7	2.2
35	Cc1ccc(CSCC(=O)Nc2cc(S(=O)(=O)N3CCOCC3)ccc2OC(C)C)cc1	2.9	1.2	5.9	1.7	-3.5	-2.5	-9.2	1.9	0.6
36	Cc1cc(Br)ccc1SCC(=O)OCC(=O)Nc1ncc(C(F)(F)F)cc1Cl	8.9	16.6	3.8	-1.6	5.5	0.2	2.4	10.4	-2.8
37	COc1cccc(-n2c(SCC(N)=O)nc3c([nH]c4ccccc43)c2=O)c1	3.4	-0.7	4.0	0.4	0.1	-2.0	-2.5	5.0	-2.4
38	CC1(C)CC(=O)C2=C(C1)N(Cc1ccco1)C(=O)NC2(C(F)(F)F)C(F)(F)F	-0.6	10.3	1.3	0.1	0.2	-1.4	5.2	1.3	-1.2
39	Cc1ccccc1NC(=O)c1ccc(F)c(S(=O)(=O)N2CCCCC2)c1	2.4	0.9	-5.4	-0.8	-1.4	-1.3	9.2	6.1	-3.8
40	CC(C)NC(=O)C1CCN(C2CCN(C(=O)c3ccc4cccc(F)c4n3)CC2)CC1	-4.5	-0.2	-5.7	-0.6	2.3	-1.9	-3.6	1.9	0.2
41	CCn1nc(CCC(=O)O)c2ccccc2c1=O	-1.8	6.1	3.3	0.1	1.2	1.6	1.5	1.8	2.1
42	COc1ccccc1Nc1cc2cc(Br)ccc2c(=O)[nH]1	1.9	-3.9	-5.7	-0.8	1.6	34.0*	42.0*	7.4	8.1
43	COc1ccccc1CCNC(=O)CN1C(=O)c2ccccc2S1(=O)=O	5.4	4.3	2.4	0.0	-4.0	1.2	3.5	7.9	-0.8
44	CCS(=O)(=O)c1ccc2oc(Nc3ccc(OC)cc3)nc2c1	-5.9	5.6	1.9	1.4	7.0	2.5	7.9	-6.5	-1.7
45	O=C(NCC(c1cccnc1)N1CCN(c2ccc(F)cc2)CC1)c1ccc2c(c1)OCO2 (configuration not stated)	5.7	1.0	2.3	-1.0	-2.8	0.5	2.5	2.8	0.8
46	CCOC(=O)N1CCN(C(=O)c2ccc(NS(=O)(=O)c3ccc4[nH]c(=O)[nH]c4c3)cc2)CC1	4.7	-4.2	1.8	-2.5	2.5	-2.5	-27.1	0.2	-3.0
47	COC(=O)c1nc2n(n1)C(c1cc(OC)ccc1OC)C(C(=O)OC1CCCCC1)=C(C)N2 (configuration not stated)	3.2	0.8	-16.6	-2.2	4.2	-4.8	2.8	-1.2	2.4
48	O=C1C=C(Nc2ccc(Cl)cc2)CC(c2ccccc2)C1 (configuration not stated)	6.9	-7.6	-1.4	-0.7	-2.3	5.2	-1.2	9.2	6.8
49	CCCCNC(=O)CSc1nnc(Cc2ccccc2)n1CC1CCCO1 (configuration not stated)	-5.8	1.5	2.0	1.6	-5.5	-3.3	2.6	1.4	0.4

Source: PubChem BioAssay
